IEC-6 tox: cytotoxicity in IEC-6 intestinal epithelial cells, primary screen, cytotoxicity control for KLF5 inhibitor project, cell-based, luminescence; IEC-6 cytotoxicity, luminescence viability; inhibition, % at 5 µM; 290,000 compounds, 0.78% hits; AID 1825, 2009; in the data active = inhibition above about 22%;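 also: 0% = plate median of test compound wells and 100% = cytotoxic reference compound wells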
aSyn UTR inh: MLPCN primary screen, SNCA 5' untranslated region; inhibition, % (tested at 7.5 µM); alpha-synuclein 5'UTR reporter, inhibitor activity; AID 1813, 2009; 300,000 compounds, 0.82% hits; in the data active = inhibition above about 60%; inconclusive = no clear call, values can overlap the other calls;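 also: H4 neuroglioblastoma cells stably carrying SNCA 5'UTR luciferase fusion; 0% = DMSO wells and 100% = positive control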
Platelet DG rel: inhibitors of platelet dense granule secretion, primary screen, cell-based, MLPCN, human platelets | human platelet-rich plasma, SFLLRN dense granule ATP release, luminescence | inhibition, %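 (compounds screened at 7.5 µM in platelet-rich plasma)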 | 300,000 compounds, 0.22% hits;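 active = mean replicate score, as percent of positive control, at or above 50; inconclusive = mean below 50 but at least one replicate at or above 50; inactive = mean and every replicate below 50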
GSK3beta inhib: human GSK3beta kinase inhibitors, primary screen, biochemical, cell-free homogeneous, HTS; activity score (negative = inhibition), % at 10 µM; 300,000 compounds, 0.038% hits; GST-GSK3beta kinase, ADP-Glo luminescence, 60 min; stronger effect = lower value; AID 2097, 2009; Glycogen synthase kinase-3 beta (Homo sapiens), P49841;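 active = more than half of replicate wells score below -50%, meaning over 50% inhibition versus plate controls; inconclusive = some replicates but at most half score below -50%; inactive = no replicate scores below -50%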;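 also: 0% = median DMSO wells and -100% = median GW8510 positive control wells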
Target sequence (P49841 whole entry, looked up): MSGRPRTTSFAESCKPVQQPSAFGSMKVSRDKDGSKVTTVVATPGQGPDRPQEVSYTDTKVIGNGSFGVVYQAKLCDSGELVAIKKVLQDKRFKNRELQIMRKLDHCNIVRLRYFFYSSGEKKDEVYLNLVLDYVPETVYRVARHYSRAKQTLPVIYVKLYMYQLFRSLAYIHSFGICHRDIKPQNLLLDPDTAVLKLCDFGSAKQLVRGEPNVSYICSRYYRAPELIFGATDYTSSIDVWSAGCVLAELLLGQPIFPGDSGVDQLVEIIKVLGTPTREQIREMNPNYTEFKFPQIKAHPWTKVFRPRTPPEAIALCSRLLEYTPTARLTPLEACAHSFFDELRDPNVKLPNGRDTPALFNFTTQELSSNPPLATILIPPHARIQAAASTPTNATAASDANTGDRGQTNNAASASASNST
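Test system: GST-tagged human GSK3beta kinase, cell-free; evaluation: activity score scaled between in-plate DMSO and GW8510 controls; measured by: ADP-Glo luminescence; incubation: 60 min reaction, RT; benchmarks: DMSO and 20 µM GW8510; reagent: peptide substrate plus 25 µM ATP (final); medium: Tris/MgCl2 kinase buffer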
HSF1 inh: HSF1 inhibitors in luciferase reporter cells, primary screen, cell-based, NIH3T3, luminescence | NIH3T3-HGL HSE-luciferase, MG132-induced, luminescence 8 h; stronger effect = lower value | activity change, negative = inhibition, % at 7.5 µM (by protocol) | 300,000 compounds, 0.77% hits;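 active = more than half of replicate wells show activity change below -50%, luminescence cut by over half; inconclusive = some wells, but at most half, below -50%; inactive = no replicate well below -50%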;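 also: luciferase reports HSF-1 transcriptional activity via heat shock element; 0% = median of DMSO wells and -100% = zero luminescence signal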
DYRK1A inh: rat Dyrk1A kinase inhibitors, primary screen, biochemical, single point, plate reader; Dual specificity tyrosine-phosphorylation-regulated kinase 1A (Rattus norvegicus), Q63470; ADP-Glo luminescence, NFATc1 peptide; inhibition, % at 12.5 µM; 310,000 compounds, 0.43% hits; in the data active = inhibition above about 50%;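 also: plate controls were vehicle with enzyme for no effect and no enzyme for full effect; many of its hits are not listed in these tables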
HSP90 inh: HSP90 inhibitors, primary screen, cell lysate, luminescence; Heat shock protein HSP 90 (rabbit reticulocyte lysate; luciferase refolding); inhibition, % at 5.6 µM; Rabbit reticulocyte lysate, luciferase refolding luminescence, 3 h; 290,000 compounds, 0.91% hits;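 active = inhibition above the screen-wide mean plus 3 SD, computed separately per campaign, cut at about 16% in these data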;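 also: 0% = DMSO wells and 100% = 60 µM geldanamycin wells; inhibitors lower the luminescence because luciferase stays unfolded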
HSF1 activator: HSF-1 activators, primary screen, NIH3T3-HGL cells, MG132 stress, luminescence, single point; activation, % at 9 µM; AID 504408, 2011; 300,000 compounds, 1.7% hits; NIH3T3-HGL HSF-1 luciferase reporter, 8 h; 100% = twice DMSO control signal;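 active = mean replicate activation of at least 50% with a set share of replicates each reaching 50%; inconclusive = only one of those two conditions met; inactive = mean below 50% and too few replicates reaching it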;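 also: 0% = median of the neutral control wells and 100% = twice that signal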
KLF5 inh: KLF5 expression inhibitors, primary screen, DLD-1 cells, luminescence | inhibition, % at 5 µM | 290,000 compounds, 0.23% hits | DLD-1 KLF5 promoter-luciferase reporter | AID 1700, 2009;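 active = inhibition above a per-plate limit of that plate's mean compound inhibition plus 3 SD, cut at about 60% in these data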;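 also: 0% = DMSO wells and 100% = LY294002 at 200 µM; higher means less KLF5 promoter-driven luciferase light; inactives centre near -14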
GSK3 alpha inh: blockers of GSK3A enzyme activity – biochemical, luminescence, cell-free homogeneous, HTS, primary screen. GSK-3 alpha kinase, ADP-Glo luminescence, 60 min. Glycogen synthase kinase-3 alpha (Homo sapiens), P49840. 320,000 compounds, 0.1% hits. inhibition, % at 10 µM;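 in the data active = inhibition above about 50%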;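 also: GST-tagged GSK-3 alpha with peptide substrate and 25 µM ATP; 0% = DMSO neutral wells and 100% = GW8510 positive control wells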
Target sequence (P49840 whole entry, looked up): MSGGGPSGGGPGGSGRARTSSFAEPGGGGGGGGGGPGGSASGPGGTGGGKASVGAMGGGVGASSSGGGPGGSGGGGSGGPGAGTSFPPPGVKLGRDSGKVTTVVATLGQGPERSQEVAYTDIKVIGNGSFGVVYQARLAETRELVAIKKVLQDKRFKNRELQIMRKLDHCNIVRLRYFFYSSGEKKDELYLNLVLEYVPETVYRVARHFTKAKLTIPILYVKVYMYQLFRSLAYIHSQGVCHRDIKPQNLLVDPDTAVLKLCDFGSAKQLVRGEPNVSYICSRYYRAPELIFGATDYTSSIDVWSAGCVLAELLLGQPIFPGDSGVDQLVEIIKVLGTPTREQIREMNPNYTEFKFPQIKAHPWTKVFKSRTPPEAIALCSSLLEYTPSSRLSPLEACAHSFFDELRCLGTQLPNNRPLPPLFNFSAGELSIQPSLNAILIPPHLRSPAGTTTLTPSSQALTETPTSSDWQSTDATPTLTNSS
* marks the source's active call; other numbers are inactive results; ? = inconclusive; / = no result given.

SMILES	IEC-6 tox	aSyn UTR inh	Platelet DG rel	GSK3beta inhib	HSF1 inh	DYRK1A inh	HSP90 inh	HSF1 activator	KLF5 inh	GSK3 alpha inh
CCCC(C)NC(=O)CN(c1ccc2c(c1)OCCO2)S(=O)(=O)c1ccccc1 (centres undefined)	-1	-3	-5	2	0	3	0	1	5	1
Cc1ccc(NC(=O)Cn2nc(C)c3ccccc3c2=O)cc1	-4	-2	-6	-5	7	2	0	5	-12	-1
COC(=O)c1cc2ccc(OC)c(OC)c2c(=O)s1	2	-5	4	2	11	19	-1	11	-19	0
CCC(C)[C@H](N)c1nnc(SCC(=O)Nc2ccc(C)cc2C)o1 (some centres undefined)	-2	32	-3	3	-29	-6	-1	-46	-37	-5
CN(CC1CCCN(CCc2ccc(Cl)cc2)C1)C(=O)c1ccoc1 (centres undefined)	-3	1	5	3	-3	-1	-3	-9	-16	-2
COc1cccc(C(=O)N/N=C/c2ccc(Oc3ccc([N+](=O)[O-])cn3)c(OC)c2)c1	-3	2	-3	0	10	-42	0	20	14	-1
COc1ccccc1NCC(=O)N/N=C/c1sccc1C	7	-16	2	1	5	4	-1	2	15	0
Cc1cc(C)c(C(=O)C2OC(=O)C(C)(C)C(=O)C2(C)C)c(C)c1 (centres undefined)	-8	0	-1	0	-6	-7	-2	-1	-12	-2
Nc1nc(Nc2ccccc2F)nc(NCc2ccco2)c1[N+](=O)[O-]	-4	-19	-3	-16	25	24	0	?	-57	5
c1ccc(-n2ncc3c(NCCN4CCOCC4)ncnc32)cc1	-3	-54	13	-4	8	2	0	26	-36	1
CSc1ccc(C(c2c(C)[nH][nH]c2=O)c2c(C)[nH][nH]c2=O)cc1	2	9	1	0	11	-3	-2	26	-35	-1
CCCCC(=O)NN(C)c1nc(-c2ccccc2)nnc1C(F)(F)F	1	-6	4	0	0	1	-1	0	-15	1
O=C1C(=O)N(c2cccc(Cl)c2)C(c2ccccc2[N+](=O)[O-])/C1=C(\O)c1ccccc1 (centres undefined)	3	-88	1	-1	10	-6	15	32	-21	4
COc1ccc(CNC(=O)CNC(=O)CNS(=O)(=O)c2ccc(C)c(C)c2)cc1	-4	-15	-10	1	1	0	-6	-8	-12	0
O=c1oc2ccccc2n1CCCCCn1c(=O)oc2ccccc21	3	21	4	-2	20	-13	-7	28	-13	-1
O=C(Nc1nc(-c2cc(Cl)sc2Cl)cs1)c1ccc(Br)s1	-4	-45	-1	1	4	-1	-3	-10	-18	-3
Cc1ccccc1NS(=O)(=O)c1ccc(NS(=O)(=O)c2cccs2)cc1	-3	-14	-17	6	-2	10	-3	-18	-21	3
O=C(Nc1ccccc1)c1ccc(S(=O)(=O)N(CCO)CCO)cc1	2	2	-15	-1	-3	-4	-5	7	-15	1
COC(=O)c1cccc(NC(=O)CSc2nnc(COc3ccc(C#N)cc3)n2-c2ccccc2)c1	2	8	4	-2	16	-4	2	14	3	-1
COc1ccc(C(=O)NNC(=O)CN2CCC(n3nnc4cc(C)ccc43)CC2)cc1	2	3	-6	-2	-6	14	0	-16	-18	-2
CCCC(=O)Nc1sc(C)c(C)c1C(=O)Nc1cccc(C)c1	-6	15	4	2	2	5	-2	9	-4	1
COc1ccc(S(=O)(=O)N2CCOC2CNC(=O)C(=O)NCC(C)C)cc1 (centres undefined)	0	8	-7	0	-4	-10	3	-1	-18	2
O=c1c([N+](=O)[O-])c(NCCN2CCCCCC2)c2ccccc2n1-c1ccccc1	10	10	0	0	-7	0	10	0	-21	/
COc1ccccc1NS(=O)(=O)c1ccc(C)c(NS(=O)(=O)c2cc(C(=O)O)cc(C)c2C)c1	4	6	-17	3	-1	0	2	-6	6	-1
COc1ccc(CC(=O)NCCCCc2ccccc2)cc1OC	/	-17	-1	3	-2	-4	/	2	/	-8
O=C1Nc2ccccc2C1=Nc1ccc(F)cc1	6	-3	-1	3	-37	1	6	-51	-7	-1
COc1ccc(CN2CCNC(=O)C2CC(=O)N(C)CC2CCOCC2)cc1OC (centres undefined)	7	2	6	-1	-5	-3	2	-5	-5	3
CCNC(=O)c1ccc(CSc2nc3ccccc3s2)cc1	-4	-65	0	-1	5	0	-4	21	-92	-5
COC(=O)c1ccc(C(=S)N2CCCCC2)cc1	0	-9	2	0	-6	2	-6	-4	-22	-3
CC(C)Cn1c(-c2ccccc2)nc(=S)c2c1CCCC2	-1	-6	-8	-1	-5	-3	1	-5	-35	-1
Nc1ccc(Cc2nc3cc4ccccc4cc3[nH]2)cc1	6	-55	-5	-2	/	/	0	/	7	-1
CC1CCCCN1C(=O)COc1ccc2ccc(=O)oc2c1 (centres undefined)	7	-19	18	5	4	/	2	8	-47	0
CCCCCCCn1c(=N)n(CC(=O)c2ccco2)c2ccccc21	6	24	-2	-17	2	-2	4	28	-7	4
COc1ccc(C2C(C(=O)N3CCN(c4ccccn4)CC3)CC(=O)N2c2ccc(OC)cc2)cc1 (centres undefined)	9	10	1	3	-10	0	2	0	-23	-2
CCc1noc(C)c1C(=O)OCC(=O)Nc1c(F)cccc1F	/	3	-2	1	-8	2	/	4	/	-2
COc1ccc(F)cc1S(=O)(=O)N1CCN(Cc2ccc3c(c2)OCO3)CC1	0	4	9	0	-2	1	6	10	-22	-2
CC1(C)CC(=O)C2=C(C1)N(c1ccc(F)cc1)C(=O)C2(NC(=O)c1ccccc1)C(F)(F)F (centres undefined)	-3	-9	8	-2	-8	/	-1	-7	-13	1
COc1cc(C(=O)Cc2nc3ccccc3n2C)cc(OC)c1OC	4	2	-15	3	2	6	3	22	12	-2
CCN(CC)c1ccc(CNc2ccc(Br)cn2)cc1	2	-103	6	5	7	/	-2	0	8	-2
O=C(NCCNC(=O)c1ccco1)c1ccc(Cl)c(Cl)c1	7	3	3	1	3	-3	2	9	-5	0
CCC1CCCCN1CCCNC(=O)c1cc2c(Cl)nc3ccccc3c2s1 (centres undefined)	20	16	-9	2	-1	26	1	8	-4	8
Cc1ccc(-c2cccc(CN3CCN(C4CCN(C(C)C)CC4)C(CCO)C3)c2)o1 (centres undefined)	15	-36	8	-2	-5	4	0	3	-4	-2
CC(C)(C)C(=O)COC(=O)c1cc(-c2ccncc2)nc2ccccc12	1	-11	-4	-1	1	8	-4	17	-25	2
C=CCNc1nc(N)c(C(=O)c2ccc3c(c2)OCO3)s1	5	/	/	/	/	3	1	/	-47	79*
O=C(Nc1ccccc1OC(F)F)c1ccccc1	6	-8	3	2	2	2	0	-3	-16	2
O=C1N/C(=N/O)S/C1=C/c1cccc([N+](=O)[O-])c1	5	-24	-9	-1	/	14	1	/	-44	24
Cc1ccc(Cl)cc1N1CCN(S(=O)(=O)c2c(C)noc2C)CC1	4	23	2	0	-4	/	0	-1	-27	-9
COc1cccc(CNC(=O)Cn2cc([N+](=O)[O-])cn2)c1	-7	4	-3	-1	-3	2	-5	-3	-14	1
CC(C)(C)c1ccc(C(=O)NNC(=O)Cc2ccccc2)cc1	2	-84	-4	-1	8	3	-2	13	-50	3
Cc1ccc(NS(=O)(=O)c2cccc(C(=O)NCC(c3cccs3)N(C)C)c2)cc1 (centres undefined)	-2	0	-21	2	2	/	-1	18	-27	-1
CCOc1ccc(CNC(=O)C2CCN(c3nnc(C)c4c(C)n(-c5ccc(C)cc5)nc34)CC2)cc1	3	33	13	-27	11	1	1	11	8	-3
C=CCn1c(SCC(=O)NC2CCS(=O)(=O)C2)nnc1-c1cc2c(s1)CCC(CC)C2 (centres undefined)	4	-41	-9	1	17	-1	-2	31	2	0
CC(=O)Nc1cccc(S(N)(=O)=O)c1C	0	-4	-1	3	-6	-1	1	-3	4	/
CSc1n[nH]c(-c2sccc2OCc2ccc(C)cc2)n1	-1	-2	9	0	15	2	-2	42	-2	1
Cc1cccc(/N=C/c2c(O)[nH]c3ccccc23)n1	5	-211	16	-4	20	-2	-1	42	-81	2
N#CC1=C(N)Oc2n[nH]c(-c3ccccc3)c2C1c1cccnc1 (centres undefined)	-4	-2	8	4	-3	8	3	7	-1	7
CN1C(=O)NC(c2ccc(O)cc2)C2=C1CN(c1ccc(O)cc1)C2=O (centres undefined)	2	-5	0	1	0	-2	3	7	-12	-1
Cc1nn(C)c(Oc2ccc(Cl)cc2)c1C=O	-3	-5	-6	1	-12	-1	-2	-6	-8	1
Cc1cc2c(cc1C)N(Cc1ccc(Cl)cc1)C1=NCCCN12	/	13	0	-9	-10	2	/	-4	/	0
CNc1ccccc(C(=O)/C=C/c2ccccc2OC)c1=O	0	-45	1	5	11	-2	2	22	1	-1

Additional entries:
SMILES	IEC-6 tox	aSyn UTR inh	Platelet DG rel	GSK3beta inhib	HSF1 inh	DYRK1A inh	HSP90 inh	HSF1 activator	KLF5 inh	GSK3 alpha inh
CC1=C(C(=O)NC2CCCc3c2cnn3-c2cc(F)cc(F)c2)OCCO1 (centres undefined)	3	15	0	2	-2	-1	3	-9	-7	-1
Cc1cccc(NC(=O)C(=O)NNC(=O)c2ccc(C(C)(C)C)cc2)c1	1	-7	-7	2	-1	4	5	0	-32	-1
Cc1ccc2c(c1)c1c(c(=O)n(-c3ccccc3)c(=O)n1CC(=O)NCC1CCCO1)n2C (centres undefined)	-9	24	1	2	-8	-1	-4	0	-40	-5
COc1ccc(C(=O)N2CCC3(CC2)NCCc2[nH]cnc23)cc1	-2	0	-1	-4	-11	2	-4	5	-12	-2
CC(=O)c1cccc(NC(=O)CCC(=O)Oc2ccc(C)cc2)c1	3	0	13	-1	6	-2	-3	9	3	1
Cc1ccc(N(CC(=O)NC2CCCCC2)C(=O)CNC(=O)c2ccco2)c(C)c1	-4	12	13	/	?	-9	-3	-60	-15	-3
CCCCN(C)CCNC(=O)CCn1nc(-c2ccc(Cl)cc2)ccc1=O	3	7	2	4	-7	/	-2	-28	-42	0
Cc1nc([N+](=O)[O-])c(C(=O)OCc2ccccc2F)n1C	0	-9	7	3	-3	-7	-3	-6	-19	1
COc1ccc(CNC(=O)c2ccc(Br)o2)cc1	-2	-11	1	0	0	4	3	10	-7	3
O=C(NC1CCN(S(=O)(=O)c2ccc(F)cc2)CC1)C1CCCCC1	-4	-21	5	/	0	-3	-2	-7	-5	-1

Not all compounds are listed; the hit share may differ from the screen's.
